High-throughput results from PubChem.
Tb PYK inh – qHTS of Trypanosoma Brucei Inhibitors; TbPYK enzyme, Kinase-Glo Plus ATP luminescence, 45 min; Potency, µM (top dose mostly 76.8 µM), inactives show top-dose activity, negative = inhibition, hits mostly inhibitors; hit rate 0.12% among 410,000; pyruvate kinase (Trypanosoma brucei), Q57TT1; AID 624173, 2012; further: potency means the concentration at half of the fitted maximal effect; nearly all actives have a fitted effect of over 50% in size
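Quantitative HTS: titrated library compounds versus trypanosomal pyruvate kinase in TEA buffer (pH 7.2) containing KCl, MgCl2, BSA and Tween-20. Reactions were initiated with ADP, 130 uM final. Kinase-Glo Plus luminescence was read after 45 min at RT.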
Sm TGR block – qHTS Assay for the Inhibitors of Schistosoma Mansoni Peroxiredoxins; Potency, µM (top dose mostly 114 µM), inactives show at the highest dose activity change, negative = inhibition, actives largely listed as inhibitors; purified TGR, DTNB reduction, TNB absorbance 405 nm; Schistosoma mansoni thioredoxin glutathione reductase (TGR), Q962Y6; hit rate 3% among 360,000; further: potency means the concentration at half of the fitted maximal effect; nearly all actives have a fitted effect of over 60% in size
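Kinetic colorimetric format: TGR-catalysed, NADPH-driven DTNB reduction monitored via TNB absorbance. Enzyme dispensed at 20 nM; compound exposure 15 min at room temperature before reaction start.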
AmpC detergent – qHTS Inhibitors of AmpC Beta-Lactamase (assay with detergent); P00811; AmpC hydrolysis of nitrocefin, absorbance 480 nm, 0.01% Triton; Potency, µM (series often up to 114 µM), inactives show at the top dose activity change, negative = inhibition, usual class: inhibitors; hit rate 0.041% among 370,000;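 further: potency means the concentration at half of the fitted maximal effect; 0% = no-compound wells and -100% = no-enzyme wells; nearly all actives have a fitted effect of over 25% in size; some results filed as inactive show a strong effect at the top dose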
Target sequence (P00811 whole entry, looked up): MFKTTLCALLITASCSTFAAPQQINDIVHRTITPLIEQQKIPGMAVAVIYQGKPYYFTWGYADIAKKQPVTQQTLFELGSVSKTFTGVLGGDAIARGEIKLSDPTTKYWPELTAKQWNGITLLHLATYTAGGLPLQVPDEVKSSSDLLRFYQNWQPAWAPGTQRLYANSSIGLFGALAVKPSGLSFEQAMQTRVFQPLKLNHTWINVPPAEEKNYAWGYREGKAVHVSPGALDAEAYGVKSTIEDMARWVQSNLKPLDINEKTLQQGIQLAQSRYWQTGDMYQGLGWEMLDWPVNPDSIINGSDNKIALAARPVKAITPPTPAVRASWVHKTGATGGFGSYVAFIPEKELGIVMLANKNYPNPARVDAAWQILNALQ
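20 mM phosphate pH 7.0 + 0.01% (detergent screen) or 0.0001% Triton X-100; 5.3 nM AmpC reagent; cpd preinc 15 min RT; nitrocefin (800 uM stock) to start; A480 q20 s × 4 min; Activity was normalised to no-enzyme and no-compound control wells.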
AMA1-RON2 inh – qHTS for Inhibitors of AMA1-RON; Towards Development of Antimalarial Drug Lead: Primary Screen; Plasmodium falciparum AMA1 (3D7) - RON2 peptide interaction; AlphaScreen AMA1-biotinylated RON2 peptide binding; Potency, µM (titrated, usually from 58.2 µM), without a hit: top-dose activity change, negative = inhibition, most hits filed as inhibitors; hit rate 0.2% among 360,000; AID 720542, 2013;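 further: potency means the concentration at half of the fitted maximal effect; 0% = vehicle wells and -100% = peptide control; nearly all actives have a fitted effect of over 45% in size; some results filed as inactive show a strong effect at the top dose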
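AMA1 (3D7) with his tag at 25 nM final met compounds first, then biotinylated RON2 peptide at 25 nM; detection used donor plus acceptor beads, 10 µg/mL apiece, read by AlphaScreen after 30 min at room temperature.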
LmPK inh – qHTS Assay for Inhibitors of Leishmania Mexicana Pyruvate Kinase (LmPK) | hit rate 0.37% among 290,000 | purified LmPK, Kinase-Glo ATP luminescence, 1 h | Potency, µM (highest dose often 57.5 µM), for the others: at the highest dose activity change, negative = inhibition, usual class: inhibitors; further: potency means the concentration at half of the fitted maximal effect
Target sequence (Q27686 whole entry, looked up): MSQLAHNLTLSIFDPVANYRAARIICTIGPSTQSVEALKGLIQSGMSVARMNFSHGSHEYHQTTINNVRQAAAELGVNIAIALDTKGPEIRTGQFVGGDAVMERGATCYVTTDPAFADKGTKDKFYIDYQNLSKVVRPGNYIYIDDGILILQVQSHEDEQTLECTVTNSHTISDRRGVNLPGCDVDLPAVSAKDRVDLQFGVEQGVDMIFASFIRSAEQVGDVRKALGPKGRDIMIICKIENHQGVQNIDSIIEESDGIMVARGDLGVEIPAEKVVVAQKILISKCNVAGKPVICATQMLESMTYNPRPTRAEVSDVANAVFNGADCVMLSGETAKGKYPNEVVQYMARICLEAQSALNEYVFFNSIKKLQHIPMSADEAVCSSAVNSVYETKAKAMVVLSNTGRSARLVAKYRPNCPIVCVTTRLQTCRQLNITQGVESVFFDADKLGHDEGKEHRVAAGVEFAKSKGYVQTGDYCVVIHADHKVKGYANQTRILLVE
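In 50 mM imidazole pH 7.2 with 7 mM MgCl2, LmPK (0.1 nM) turned over PEP (0.5 mM) and ADP (0.1 mM) for 1 h at room temperature. Luciferase read-out of ATP.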
HCMV inh – qHTS Assay for inhibitors of the human cytomegalovirus (HCMV); hit rate 4.5% among 410,000; HFF cells, HCMV-luciferase reporter, 72 h; active compounds read low; activity change, negative = inhibition, % at 57.5 µM; in the data active means activity change below about -60%; inconclusive means no clear call, values can overlap the other calls; inactive means above about -39%
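Steps: HFFs plated, 16 h 37C; compounds added; HCMV-luciferase added to MOI 1 PFU/cell; 72 h 37C; OneGlo reagent, 5 min room temperature; luminescence read, normalized to controls.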
AmpC no deterg – qHTS Inhibitors of AmpC Beta-Lactamase (assay without detergent); P00811; AmpC nitrocefin hydrolysis, absorbance 480 nm, 0.0001% Triton; AID 485341, 2010; Potency, µM (series often up to 57.1 µM), for inactives: top-dose activity change, negative = inhibition, usual class: inhibitors; hit rate 0.52% among 330,000;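 further: potency means the concentration at half of the fitted maximal effect; plate controls were no compound for no effect and no enzyme for full effect; nearly all actives have a fitted effect of over 20% in size; some results filed as inactive show a strong effect at the top dose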
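AmpC (5.3 nM in the dispensed reagent) in 20 mM phosphate pH 7.0 with 0.01% (detergent screen) or 0.0001% Triton X-100 was preincubated with compounds for 15 min at room temperature. Nitrocefin was then added from an 800 uM solution, and hydrolysis was followed at 480 nm.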
Active calls of the source: *; u = inconclusive; x = not tested or not shown; & = joins results of further samples; ! = not active in a repeat; [ ] = dose if it differs, or a comment. Unless noted, the call rests on the fitted dose curve; in most records, active means well fitted curve in the direction sought with a large enough effect; inconclusive means small, poorly fitted or top-dose-only effect, or another doubt; inactive means no such curve, though single readings can be large; an effect the other way counts as inactive or inconclusive. Unless noted, on the % scale 0 is the no-effect control and ±100 the full control effect.

SMILES | Tb PYK inh | Sm TGR block | AmpC detergent | AMA1-RON2 inh | LmPK inh | HCMV inh | AmpC no deterg
CCCc1cc(=O)oc2cc(OCC(=O)NCc3ccccn3)ccc12 | 2.2% | 4.2% | -0.5% | -4.5% | -9.3% | -1.8 | -6.3%
Cc1cccc(C(=O)NCc2ccc(S(N)(=O)=O)cc2)c1[N+](=O)[O-] | -2.4% | -4.3% | u | -10.6% | 2.2% | -6.7 | -10.8%
COc1ccc(/C=C/C(=O)Nc2cc(C)on2)cc1 | -13.3% | -2.0% | -1.9% | -5.3% | 1.8% | -3.3 | -12.8%
O=C(NCCc1ccc(F)cc1)c1cccc(NC(=O)c2ccccc2)c1 | 7.2% | 0.2% | -0.2% | 20.7% | -3.0% | -8.5 | -33.9%
CCCN1C(=O)c2ccccc2NC1c1ccc(OC)c(CSc2ccccn2)c1 (centres undefined) | 1.3% | 1.3% | -11.9% | 4.6% | -3.1% | -39.2 | -39.1%
COc1ccc(S(=O)(=O)NCCc2csc(C)n2)cc1C | 0.3% | -30.0% | -6.1% | -1.7% | 2.9% | -19.6 | -13.9%
Cc1c(C(=O)N2CCN(c3ccccc3)CC2)oc2c(Cl)cccc12 | -1.0% | -6.1% | -7.9% | 7.4% | x | 92.9 | 32.0%
Cn1ncc(N=Cc2ccc([N+](=O)[O-])cc2)c1C(=O)N1CCOCC1 | -9.4% | -5.0% | -4.3% | -0.8% | -3.6% | -7.4 | -11.7%
O=C(NCCc1ccccc1)C1CCCN(S(=O)(=O)c2cccnc2)C1 (centres undefined) | -0.9% | 28.1% | -3.2% | 20.6% | 3.4% | -4.7 | 11.3%
C=C1C(O)(c2ccccc2)C2CC[N+]1(C)CC2 (centres undefined) | -4.7% | 4.5% | 5.4% | -7.7% | -0.7% | 32.5 | -3.3%
COc1ccc(OCCCn2cc(/C=C3/C(=N)N4C=C(C)SC4=NC3=O)c3ccccc32)cc1 | -3.7% | -0.6% | u | 23.6% | -3.7% | 55.8 | -27.4%
CN1CCN(c2ccc(NC(=O)c3ccc4ccccc4c3)cc2)CC1 | -7.6% | -6.7% | -6.8% | -20.9% | 5.0% | -14.9 | 21.9%
CCOc1cccc(-c2c(C(=O)N/N=C(\C)c3cccs3)nnn2-c2nonc2N)c1 | 2.9% | -9.7% | -1.6% | 33.1%[activator] | -6.1% | u | -12.7%
CCO/N=C(\C)c1c(O)cc(C(C)C)n(-c2ccccc2)c1=O | 3.0% | -13.7% | -0.5% | -4.1% | 2.9% | -10.0 | -12.2%
Cc1ccc(N(CC(=O)N(C)Cc2ccccc2)S(C)(=O)=O)cc1C | 5.7% | 1.4% | u | 13.2% | -4.4% | -6.8 | 50.4%

Compounds above that have an aryl methoxy group:
SMILES | Tb PYK inh | Sm TGR block | AmpC detergent | AMA1-RON2 inh | LmPK inh | HCMV inh | AmpC no deterg
COc1ccc(/C=C/C(=O)Nc2cc(C)on2)cc1 | -13.3% | -2.0% | -1.9% | -5.3% | 1.8% | -3.3 | -12.8%
CCCN1C(=O)c2ccccc2NC1c1ccc(OC)c(CSc2ccccn2)c1 (centres undefined) | 1.3% | 1.3% | -11.9% | 4.6% | -3.1% | -39.2 | -39.1%
COc1ccc(S(=O)(=O)NCCc2csc(C)n2)cc1C | 0.3% | -30.0% | -6.1% | -1.7% | 2.9% | -19.6 | -13.9%
COc1ccc(OCCCn2cc(/C=C3/C(=N)N4C=C(C)SC4=NC3=O)c3ccccc32)cc1 | -3.7% | -0.6% | u | 23.6% | -3.7% | 55.8 | -27.4%

(continued)
SMILES | Tb PYK inh | Sm TGR block | AmpC detergent | AMA1-RON2 inh | LmPK inh | HCMV inh | AmpC no deterg
COc1ccc(OC)c(NC(=O)Cc2coc3ccc(C)cc23)c1 | -9.2% | 4.8% | u | -12.4% | -7.1% | -19.5 | -18.9%
COc1ccccc1OCCCOc1ccc([N+](=O)[O-])cc1Cl | -4.6% | 10.9% | -12.0% | -1.3% | 5.5% | -15.2 | -1.1%
CN(C)S(=O)(=O)n1cc(/C=C(\NC(=O)c2ccccc2Cl)C(=O)NCCCn2ccnc2)c2ccccc21 | 0.3%&-5.3% | -6.5%&0.4% | -8.6%&12.8% | 23.6% | -1.0% | -105.1*! | 170.0%[activator]
COc1ccc(C(=S)N(C)C)cc1OC | -29.0% | 0.9% | 2.4% | -3.8% | -4.5% | 28.9 | -7.7%
Cn1nc(C(=O)Nc2nc3ccccc3[nH]2)ccc1=O | -9.2% | u | 0.8% | 4.1% | -27.8% | 37.8 | -10.1%
CCOC(=O)N1CCN(CC(=O)Nc2ccc(F)c(F)c2)CC1 | 5.6% | 0.7% | 4.6% | -2.0% | 2.7% | 1.5 | 6.4%
O=C1CCCc2cc(S(=O)(=O)NCC3CCC(C(=O)NCc4ccc(F)cc4)CC3)ccc2N1 (centres undefined) | -3.4% | u | -2.5% | x | x | 19.6 | x
O=C(COc1ccccc1)n1nc(-c2ccc(Cl)cc2)nc1NCc1ccco1 | x | 0.2% | 0.9% | 3.4% | -7.0% | 87.6 | -0.2%
O=C(NCCOc1ccccc1)c1cc2ccccc2o1 | 0.9% | 19.1% | 4.6% | -12.2% | -1.1% | 115.4 | x
C/C(=N\Nc1cccc2cccnc12)c1ccc(C)cc1 | -0.2% | -6.5% | -0.8% | 75.5%[activator] | -6.0% | 30.1 | 1.9%[2.29 µM]
CC(C)(C)CC(=O)Nc1nnc(SCC(=O)N2CCCCC2)s1 | -2.4% | 16.1% | u | 12.2% | 4.7% | 14.6 | -7.9%
C=CCSc1nc(C)c(CC(=O)OCC(C)C)c(=O)[nH]1 | 0.2% | -1.5% | -2.4% | -1.7% | -4.0% | -19.7 | -4.6%
Cc1cccc(NS(=O)(=O)c2ccc(C(=O)N3CCC3)cc2)c1C | -6.7% | -0.8% | -9.4% | 0.0% | x | -19.9 | -9.4%
COc1ccccc1OCC(=O)Nc1ccc(S(=O)(=O)N2CCCCCC2)cc1 | 2.7% | 8.1% | 5.1% | -1.5% | 5.4% | 80.8 | -46.7%
COc1cc2c(cc1OC)C(COc1cc(C)cc(C)c1)N(C(=O)c1ccc(S(=O)(=O)N3CCCC3)cc1)CC2 (centres undefined) | 1.6% | 13.9% | 6.2% | x | x | -21.4 | x
Cc1c(CNCCC2=CCCCC2)c(C(=O)O)c(C)n1Cc1ccccc1 | -3.2% | -27.9% | u | -3.0% | 10.8% | -39.4 | 40.3%
O=c1oc2ccccc2c2c1cnc1ccccc12 | 5.8% | x | x | -6.1% | x | 39.9 | -4.9%
CC(C)CC(=O)NC(=S)Nc1ccc(F)cc1F | -2.2% | x | -1.7% | 6.7% | -1.1% | 32.7 | 34.2%
CCOC(=O)c1ccc(NC2c3ccccc3C(=O)N2c2ccc(C)cn2)cc1 (centres undefined) | 0.0% | -3.4% | u | 3.1% | 3.4% | 5.1 | -6.9%
O=C(Cc1ccccc1)NN1CCCCC1 | -1.3% | 26.2% | -1.1% | 0.9% | 2.1% | -22.9 | -12.3%
CCc1ccc(OCc2nnc(SCC(=O)Nc3cccc(C(=O)N4CCOCC4)c3)o2)cc1 | 4.5% | -12.4% | -2.0% | -2.2% | 4.0% | 9.7 | 133.7%[activator]
CCOc1ccc(OCC)c(-c2c(=O)n(OCc3ccc(Cl)cc3)c3ccccc3[n+]2[O-])c1 | 4.3% | -5.1% | u | -10.9% | 1.4% | -11.0 | 46.1%
CCOc1ccc(NC(=S)N2CCc3cc(OC)c(OC)cc3C2COc2ccc3c(C)cc(=O)oc3c2)cc1 (centres undefined) | -13.2% | -1.8% | 6.0% | -6.4% | 1.1% | -23.9 | 55.7%
Cn1c(CC2Sc3ccccc3NC2=O)nnc1SCC(=O)c1ccc(Cl)cc1 (centres undefined) | u | u | 10.9% | 4.3% | 3.9% | 3.1 | -11.2%
CCC(=O)NCCc1nc2ccccc2[nH]1 | -6.8% | 1.8% | -0.1% | -4.1% | -1.1% | -31.7 | -11.9%
CC(C)c1ccc(N2C(=O)/C(=C/N(C)C)SC2=S)cc1 | -16.8% | 4.8% | -0.1% | -24.8% | u | -60.1* | -41.1%
CCn1c(CC(=O)Nc2ccc(C)cc2)nnc1SCC(=O)NCc1ccccc1 | -18.6% | -5.6% | u | 6.7% | 1.3% | 10.4 | 33.2%
COc1ccccc1C(CCN(Cc1cccs1)C(C)=O)c1ccco1 (centres undefined) | 0.3% | 12.6µM* | u | -23.0% | 0.7% | 9.4 | 39.9%
O=S(=O)(NCc1ccc(F)cc1)c1ccc(-c2cnc(C3CC3)o2)cc1 | 23.5%&-4.6% | 5.5%&-2.8% | 0.6%&12.4% | 0.5% | -4.1% | u | -35.6%
COc1ccc(S(=O)(=O)NCCC(=O)NCc2ccccc2)cc1 | 4.0% | -10.8% | -0.1% | 16.3% | 3.5% | 2.1 | -3.8%
Cc1[nH]nc(N=CC2=C(O)CC(C)(C)CC2=O)c1-c1ccc(Cl)cc1 | 2.2%&10.9% | -8.5% | -9.1% | 14.3%&32.9% | 3.3% | 67.5&-23.6 | -17.9%
Cc1c(NC(=S)NC(NC(=O)C(C)(C)C)C(Cl)(Cl)Cl)c(=O)n(-c2ccccc2)n1C (centres undefined) | -5.8% | -2.1% | u | 25.8% | -0.1% | -38.7 | -22.8%
CC1=Nc2ccc(C)c3nc(C)cc(c23)N1c1ccc(C)cc1 | -5.3% | x | x | 4.1% | x | 9.4 | x
COC[C@H]1CCCN1[C@H]1CS(=O)(=O)N[C@@H]1COCc1ccccc1 | -0.4% | x | x | 8.7% | x | 1.2 | x
CCOc1ccc(C(=O)C[n+]2ccccc2C)cc1 | 0.4% | -5.6% | -4.5% | -0.9% | -5.9% | -28.2 | -10.7%
COc1cccc2c1O/C(=N\O)C(C(=O)Nc1cccc(C)c1C)C2 (centres undefined) | -5.3% | 4.0% | -1.7% | 8.2% | -4.3% | u | -35.2%
O=C(NCC1CCCN1S(=O)(=O)c1cccs1)c1cccc(Cl)c1 (centres undefined) | 1.1% | -12.2% | -14.8% | -3.0% | x | u | -21.8%
Cc1nc(SCc2ccccc2)c2ccsc2n1 | 5.8% | 10.0% | 8.4% | 15.9% | -0.3% | u | -14.9%
